Source: PubChem BioAssay (Johns Hopkins Ion Channel Center)
RGS4 pot = RGS4 potentiation or activation | actives 0.92% (n = 310,000) | AID 463111 | B-score at 10 µM | HEK293 M3R/inducible RGS4, carbachol calcium flux Fluo4; hits give low values;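 active = B-score of the integrated calcium signal more than 4 SD below the library mean, with starting fluorescence not abnormally high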;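 also: negative B-score means reduced calcium response which marks RGS4 activation or potentiation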
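Detection: kinetic calcium fluorescence imaging with Fluo4-AM dye, 2 µM / Material: HEK293 cells with stable M3R and inducible RGS4 / Schedule: recording 10 s baseline at 1 Hz, 100 s post-agonist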
KCNK9 inh = human KCNK9 channel inhibition; HEK293 KCNK9, FluxOR thallium flux fluorescence; hits give low values; B-score at 10 µM; actives 1.2% (n = 310,000);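 active = ratio B-score over 3 SD below the library mean, with starting fluorescence within 5 SD of its mean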;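 also: negative B-score means less thallium flux so channel inhibition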
Target sequence (Q9NPC2 whole entry, looked up): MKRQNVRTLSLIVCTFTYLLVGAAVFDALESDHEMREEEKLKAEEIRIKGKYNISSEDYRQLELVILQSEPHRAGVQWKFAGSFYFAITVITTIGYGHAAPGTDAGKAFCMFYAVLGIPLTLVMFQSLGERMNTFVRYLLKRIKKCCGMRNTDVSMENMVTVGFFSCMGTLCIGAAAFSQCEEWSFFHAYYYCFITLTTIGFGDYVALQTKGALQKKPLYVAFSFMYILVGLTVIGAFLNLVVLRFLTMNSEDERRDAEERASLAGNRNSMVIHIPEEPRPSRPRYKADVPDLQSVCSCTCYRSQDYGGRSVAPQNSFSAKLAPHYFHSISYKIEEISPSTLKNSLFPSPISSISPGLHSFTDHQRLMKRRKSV
TMEM16A act = activates or potentiates the mouse TMEM16A chloride channel | Q8BHY3 | HEK293 TMEM16A/YFP-H148Q/I152L, iodide quench fluorescence; hits give low values | B-score at 10 µM | actives 0.3% (n = 340,000);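 active = fluorescence-ratio B-score plate-corrected deviation score at least 3 library SD below zero, with starting fluorescence score within 5 deviations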;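 also: channel opened by trigger with iodide after compound preincubation; score built on the fluorescence ratio of max minus min over baseline; more negative score means more quench and so TMEM16A activation or potentiation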
KCNK3 block = human KCNK3 channel inhibition, primary screen | O14649 | CHO-KCNK3 thallium flux, FluxOR fluorescence; hits give low values | B-score at 10 µM | actives 0.84% (n = 340,000);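 active = B-score under library mean minus 4 SD, starting fluorescence ratio at most library mean plus 5 SD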;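 also: more negative B-score means stronger inhibition of thallium flux through KCNK3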
Target sequence (O14649 whole entry, looked up): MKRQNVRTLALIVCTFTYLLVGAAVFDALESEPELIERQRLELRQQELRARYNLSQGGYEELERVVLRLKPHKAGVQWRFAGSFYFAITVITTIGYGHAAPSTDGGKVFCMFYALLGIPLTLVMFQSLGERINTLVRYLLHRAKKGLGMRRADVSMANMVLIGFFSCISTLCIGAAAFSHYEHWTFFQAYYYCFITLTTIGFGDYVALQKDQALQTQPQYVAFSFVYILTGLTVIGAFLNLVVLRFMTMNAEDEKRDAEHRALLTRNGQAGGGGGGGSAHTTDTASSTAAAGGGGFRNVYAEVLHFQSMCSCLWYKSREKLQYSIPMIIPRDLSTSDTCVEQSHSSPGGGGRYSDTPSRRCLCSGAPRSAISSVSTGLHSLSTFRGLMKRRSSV
MrgX1 agonist = human MrgX1 receptor agonism, primary screen | Q96LB2 | MrgX1-HEK293 cells, Fluo-4 calcium fluorescence, agonist mode; hits give high values | B-score at 10 µM | actives 0.44% (n = 310,000);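 active = calcium response B-score plate-corrected fluorescence ratio at least 3 library SD, with starting fluorescence B-score inside 5 SD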
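times = overnight plating, then 30 min 37 °C plus 30 min room-temperature dye loading | assay system = stable human MrgX1 HEK293 cell line | input = fifteen thousand cells per well | signal = kinetic calcium dye fluorescence, Fluo-4 NW | dosing = compound delivered in addition one of three | read-out = B-scored fluorescence response ratio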
MrgX1 PAM = allosterically activates human MrgX1 receptor signaling | actives 0.63% (n = 310,000) | AID 588675 | B-score at 10 µM | Q96LB2 | MrgX1-HEK293, Fluo-4 calcium flux, FDSS; hits give high values;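 active = plate-corrected calcium response at least 3 library SD above typical, normal starting fluorescence, not activating the receptor alone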;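 also: compound read alongside a low EC10 to EC30 dose of BAM8-22 agonist; peak minus trough fluorescence over baseline measured at the second addition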
KCNQ1 act = human KCNQ1 channel potentiation or activation; actives 0.35% (n = 310,000); P51787; B-score at 10 µM; AID 2648; CHO-K1 KCNQ1, thallium flux FluxOR fluorescence; hits give high values;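 active = fluorescence ratio B-score, a plate-corrected score, at least three library SD, with initial intensity B-score within 5 SD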
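assay system = CHO-K1 cells stably expressing KCNQ1 | medium = assay buffer, equal DMSO in all wells | timing = 37 °C overnight plating, 90-min dark dye load, 20-min compound pretreatment | measured by = kinetic FluxOR thallium fluorescence, 10-s 1-Hz baseline, 110-s post-stimulus read | measure = fluorescence change relative to baseline, converted to B score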
hERG protect = hERG (human) protection from proarrhythmic block; Q12809; CHO-hERG, FluxOR thallium flux, dofetilide IC70 present; activation (rescue from dofetilide block), less the hit threshold, % at 10 µM; actives 0.51% (n = 310,000); AID 1511;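 active = activation above the mean of controls blocked by dofetilide plus 5 SD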;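 also: thallium influx through hERG after potassium depolarization seen as dye fluorescence rise; in these data hits start at about 4.7%; inactives centre near -7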
TMEM16A inh = inhibitors of mouse TMEM16A calcium-activated chloride channel | AID 588511 | normalized B-score (activity score, 25-100; higher = stronger inhibition) at 10 µM | HEK293 TMEM16A/YFP iodide influx fluorescence, ionomycin | actives 1.2% (n = 310,000);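 active = ratio plate-corrected score three or more library SD toward inhibition, starting fluorescence score within five deviations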;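 also: score derived from kinetic fluorescence span divided by baseline fluorescence per well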
KCNQ1 block = human KCNQ1 channel inhibition | P51787 | CHO-K1 KCNQ1, FluxOR thallium flux fluorescence; hits give high values | B-score at 10 µM | actives 1.3% (n = 310,000) | AID 2642;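 active = compounds whose thallium flux B-score, printed positive for inhibition, exceeds three library SD while starting fluorescence stays within three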;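 also: channel opened by potassium depolarization with thallium stimulus after 20 min compound exposure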
RGS4 block = inhibitors of human RGS4; HEK293 M3R/RGS4 inducible, Fluo-4 calcium flux; hits give high values; triggered by carbachol at its EC20; actives 0.45% (n = 310,000); AID 463165; B-score at 10 µM; P49798;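 active = B-score, a plate-corrected calcium signal, over three deviations above library mean, with baseline fluorescence within five deviations of library mean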;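 also: RGS4 expression induced by doxycycline in cells with stable M3 receptor; B-score is computed from the integrated fluorescence ratio over baseline after carbachol; higher B-score means a larger calcium signal and so more RGS4 inhibition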
Target sequence (P49798 whole entry, looked up): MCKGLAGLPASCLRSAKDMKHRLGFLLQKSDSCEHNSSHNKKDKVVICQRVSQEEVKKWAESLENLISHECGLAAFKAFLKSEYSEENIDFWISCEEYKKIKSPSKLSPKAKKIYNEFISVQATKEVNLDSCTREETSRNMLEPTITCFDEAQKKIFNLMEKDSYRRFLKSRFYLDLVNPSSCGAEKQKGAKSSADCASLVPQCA
* marks the source's active call; other numbers are inactive results; i = inactive; · = not tested or not shown.

SMILES	RGS4 pot	KCNK9 inh	TMEM16A act	KCNK3 block	MrgX1 agonist	MrgX1 PAM	KCNQ1 act	hERG protect	TMEM16A inh	KCNQ1 block	RGS4 block
Cc1cc(=O)oc2c3c(cc(OCC(=O)NCc4ccco4)c12)OC(C)(C)CC3	i	i	i	i	i	i	i	-8	i	i	i
Cc1cc(Nc2ccc(F)cc2)n2nc(C)nc2n1	i	i	i	i	i	i	i	-4	i	i	i
COC(=O)C1=C(O)/C(=C\c2ccc(OCC(=O)Nc3ccccc3OC)cc2)N=C1C	i	i	i	i	i	i	i	-11	i	i	i
CCOC(=O)C(CC)n1cnc2c(nnn2-c2cccc(OC)c2)c1=O (centres undefined)	i	i	i	i	i	i	i	-8	i	i	i
COC(=O)C1=C(C)NC2=C(C1c1ccc(O)cc1)S(=O)(=O)c1ccccc12 (centres undefined)	i	i	i	i	i	i	i	-11	i	i	i
COc1cccc(NC(=O)CSc2nnnn2C2CCCCC2)c1	i	i	i	i	·	·	i	-9	·	i	i
CN(CC(=O)Nc1ccc(Cl)c(Cl)c1)C1CCCCC1	i	i	i	i	i	i	i	-8	i	i	i
CC(=O)Nc1ccc(S(=O)(=O)Nc2ccc(S(=O)(=O)Nc3ncccn3)cc2)cc1	i	i	i	i	i	i	i	-3	i	i	i
O=C(CC12CCC(CC1)C2)NCc1ccc2c(c1)OCO2	i	i	i	i	i	i	i	-13	i	i	i
OCCC1CN(Cc2cnn(-c3ccc(F)cc3)c2)CCN1Cc1ccsc1 (centres undefined)	i	i	i	i	i	i	i	-5	i	i	i
COc1cc(CC(=O)N(c2ccccc2)c2nc(C)cs2)cc(OC)c1OC	i	i	i	i	i	i	i	-1	i	i	i
COc1ccc(-n2ncc3c2CC(C)(C)CC3NC(=O)C2=CC(=O)CC(C)(C)O2)cc1 (centres undefined)	i	i	i	i	i	i	i	-10	i	i	i
CC#CC(=O)NC1CCCN(C2Cc3ccccc3C2)C1 (centres undefined)	i	i	i	i	i	i	i	-9	i	i	i
CCn1cc(C(=O)N2CCN(Cc3ccc4c(c3)OCO4)CC2)c(=O)c2ccc(C)nc21	i	i	i	i	i	i	i	-9	i	i	i
COc1cccc(C(=O)Nc2ccc(S(=O)(=O)N3CCCCC3)cc2)c1OC	i	i	i	i	i	i	i	-18	i	i	i
CC(C)c1ccc(/C=C/C(=O)NC(=S)NN2CCOCC2)cc1	i	i	i	i	i	i	i	-9	i	i	i
Cc1oc(-c2ccccc2Cl)nc1CS(=O)(=O)CC(=O)NCCc1ccccc1	i	i	i	i	i	i	i	-6	i	i	i
Cc1ccc2c(c1)cc(CN(Cc1ccco1)C(=O)N1CCOCC1)c1nnnn12	i	i	i	i	i	i	i	-27	i	i	i
CC(OC(=O)c1cccc([N+](=O)[O-])c1)C(=O)NCc1ccc2c(c1)OCO2 (centres undefined)	i	i	i	i	i	i	i	-9	i	i	i
O=c1[nH]c(-c2ccc(O)cc2)nc2scc(-c3cccs3)c12	i	i	i	i	i	i	i	-12	i	i	i

In the list so far, two have two or more sulfur atoms:
SMILES	RGS4 pot	KCNK9 inh	TMEM16A act	KCNK3 block	MrgX1 agonist	MrgX1 PAM	KCNQ1 act	hERG protect	TMEM16A inh	KCNQ1 block	RGS4 block
CC(=O)Nc1ccc(S(=O)(=O)Nc2ccc(S(=O)(=O)Nc3ncccn3)cc2)cc1	i	i	i	i	i	i	i	-3	i	i	i
O=c1[nH]c(-c2ccc(O)cc2)nc2scc(-c3cccs3)c12	i	i	i	i	i	i	i	-12	i	i	i

Carrying on:
SMILES	RGS4 pot	KCNK9 inh	TMEM16A act	KCNK3 block	MrgX1 agonist	MrgX1 PAM	KCNQ1 act	hERG protect	TMEM16A inh	KCNQ1 block	RGS4 block
COCCNC(=S)NNC(=O)c1cccs1	i	i	i	i	i	i	i	-13	i	i	i
CC(=O)Nc1ccc(S(=O)(=O)NCC(=O)NNC(=O)COc2ccccc2Cl)cc1	i	i	i	i	i	i	i	-6	i	i	i
O=C(CSc1nnnn1-c1cccc2ccccc12)N1CCOCC1	i	i	i	i	i	i	i	-10	i	i	i
COc1ccc(Cl)cc1-c1nc(SCC(=O)NC(C)C(C)C)n[nH]1 (centres undefined)	i	i	i	i	i	i	i	-12	i	i	i
NC(=O)CSC1=N/C(=C\c2ccco2)C(=O)N1c1ccc(OC(F)F)cc1	i	i	i	i	i	i	i	-9	i	i	i
Oc1[nH]c2ccccc2c1N=Nc1ccc(F)cc1	i	i	i	i	i	i	i	-8	i	i	i
CC(C)(C)NC(=O)c1ccc2c(c1)C(=O)N(C1CCCCC1)C2=O	i	i	i	i	i	i	i	-18	i	i	i
NC(=O)CC(c1ccccc1)c1ccc2c(c1)OCO2 (centres undefined)	i	i	i	i	i	i	i	0	i	i	i
COc1nccnc1NS(=O)(=O)c1ccc(N=Cc2c(C)[nH]n(-c3ccccc3)c2=O)cc1	i	i	i	i	i	i	i	-4	i	i	i
Cc1ccccc1NC(=O)c1ccccc1NC(=O)c1cccs1	i	i	i	i	i	i	i	-4	i	i	i
CCCNC(=O)NS(=O)(=O)c1cnccc1Sc1ccc(Cl)c(Cl)c1	i	i	i	i	i	i	i	-10	i	i	i
COc1ccccc1C(=O)Nc1nc(-c2ccc3c(c2)OCCO3)cs1	-8.8*	i	i	i	i	i	i	-12	i	i	i
Cc1ccccc1S(=O)(=O)N1[C@@H](c2ccccc2)C(C(=O)O)=CC[C@H]1c1ccc(Cl)cc1	·	·	i	i	i	i	·	·	i	·	·
COc1ccc(C(=O)O)nc1C	i	i	i	i	i	i	i	-6	i	i	i
CCc1nnc(NC(=O)c2ccc(S(=O)(=O)N3CCOCC3)cc2)s1	i	i	i	i	i	i	i	-8	i	i	i
O=C(/C=C/c1ccco1)N1CCN(S(=O)(=O)/C=C/c2ccccc2)CC1	i	i	i	i	i	i	i	-2	i	i	i
CCc1ccccc1NC(=S)NCC1CCN(c2ccc(OC)cc2)C1 (centres undefined)	i	i	i	i	i	i	i	-8	i	i	i
CCC1CCCCN1C(=O)CSc1nnc(-c2ccco2)o1 (centres undefined)	·	·	i	i	i	i	·	·	i	·	·
COc1ccccc1C(=O)Oc1ccc2ccc(=O)oc2c1	i	i	i	i	i	i	i	-6	i	i	i
COc1ccc(C(=O)N[C@H](C(=O)NCC2CCCCC2)C(C)C)cc1	i	i	i	i	i	i	i	-9	i	i	i
CCc1ccc(NC(=S)Nc2ccc3[nH]c(=O)[nH]c3c2)cc1	i	i	i	i	i	i	i	-14	i	i	i
O=C(Cc1coc2cc3c(cc12)CCC3)NCC1(N2CCCCC2)CCCCC1	i	i	i	i	i	i	i	-4	i	i	i
CC1(c2ccccc2)NC(=O)N(Cc2ccc([N+](=O)[O-])cc2)C1=O (centres undefined)	i	i	i	i	i	i	i	-3	i	i	i
CCOC(=O)c1cnn2cc(-c3[nH]ncc3[N+](=O)[O-])cnc12	i	i	i	i	i	i	i	1	i	i	i
CN(C)c1ccc(NC(=O)Nc2cccc(Cl)c2)cc1	i	i	i	i	i	i	i	-12	i	i	i
COc1ccc(OC)c(NC(=O)C2CCCN2C(=O)NC2CCCCC2)c1 (centres undefined)	i	i	i	i	i	i	i	-4	i	i	i
O=C(CSc1cn(CC(=O)N2CCCCCC2)c2ccccc12)NCC1CCCO1 (centres undefined)	i	i	i	i	i	i	i	-12	i	i	i
CCC(C)NC(=O)Cn1cc(S(=O)(=O)N2CCCC2)c(S(=O)(=O)N2CCCC2)c1 (centres undefined)	i	i	i	i	i	i	i	-6	i	i	i
O=C(Nc1cccc([N+](=O)[O-])c1)N1CCCc2ccccc21	i	i	i	i	i	i	i	-16	i	i	i
O=C(NCC1CCCN1S(=O)(=O)c1cccs1)C(=O)Nc1ccccc1Cl (centres undefined)	i	i	i	i	i	i	i	-21	i	i	i
O=[N+]([O-])c1cc(C(F)(F)F)cc([N+](=O)[O-])c1NCCCN1CCOCC1	i	i	i	i	i	i	i	-11	i	i	i
NC(=O)c1cccc(-c2cccc(OC(=O)NC3CCCCC3)c2)c1	i	i	i	i	i	i	i	-15	i	i	i
CCOC(=O)c1oc2cc(O)ccc2c(=O)c1-c1csc(C)n1	i	i	i	i	i	i	i	-2	i	i	i
COc1ccc2c(c1OC)C(=O)N1N=C(c3ccc(F)cc3)CC21 (centres undefined)	i	i	i	i	i	i	i	0	i	i	i
O=C(CSc1nnc(CNC(=O)c2ccccc2F)o1)Nc1ccc2c(c1)OCO2	i	i	i	i	i	i	i	-8	i	i	i
Cc1onc(-c2c(F)cccc2Cl)c1C(=O)N1CCOC12CCCCC2	i	i	i	i	i	i	i	-4	i	i	i
COc1ccc(N2C(=O)CC(NCc3ccncc3)C2=O)cc1 (centres undefined)	i	i	i	i	i	i	i	-11	i	i	i
CCS(=O)(=O)c1ccc(S(=O)(=O)CC)s1	i	i	i	i	i	i	i	-4	i	i	i
O=C(O)C1CCCN(S(=O)(=O)c2ccc(F)cc2)C1 (centres undefined)	i	i	i	i	i	i	i	-5	i	i	i
COc1cccc(-c2nn3c(-c4ccco4)nnc3s2)c1	i	i	i	i	i	i	i	-5	i	i	i
COC(=O)CN(c1ccc2c(c1)OCO2)S(=O)(=O)c1c(C)[nH]c(=O)[nH]c1=O	i	i	i	i	i	i	i	-5	i	i	i
CCOC(=O)c1c(NC(=O)C(C)Sc2cccc[n+]2[O-])sc2c1CCN(Cc1ccccc1)C2 (centres undefined)	·	·	i	i	i	i	·	·	i	·	·
Cn1ncc(Br)c1C(=O)N/N=C/c1cccc(OC2CSC2)c1	i	i	i	i	i	i	i	-5	i	i	i

Pulled by structure from the list above:
SMILES	RGS4 pot	KCNK9 inh	TMEM16A act	KCNK3 block	MrgX1 agonist	MrgX1 PAM	KCNQ1 act	hERG protect	TMEM16A inh	KCNQ1 block	RGS4 block
COC(=O)CN(c1ccc2c(c1)OCO2)S(=O)(=O)c1c(C)[nH]c(=O)[nH]c1=O	i	i	i	i	i	i	i	-5	i	i	i
CCOC(=O)c1c(NC(=O)C(C)Sc2cccc[n+]2[O-])sc2c1CCN(Cc1ccccc1)C2 (centres undefined)	·	·	i	i	i	i	·	·	i	·	·
CCS(=O)(=O)c1ccc(S(=O)(=O)CC)s1	i	i	i	i	i	i	i	-4	i	i	i
